Growth percent in the NCI-60 one-dose screen (48 h, 10 µM unless noted): 100 = growth as untreated, 0 = no growth, -100 = all killed.
A549/ATCC – A549/ATCC NSCLC | actives 3.7% (n = 81,000) | AID 1794740
EKVX – EKVX NSCLC; actives 3% (n = 71,000)
HOP-62 – HOP-62 NSCLC | actives 3.9% (n = 80,000)
HOP-92 – HOP-92 NSCLC cells; actives 6.3% (n = 71,000); AID 1794738
CCRF-CEM – CCRF-CEM leukemia. actives 7% (n = 77,000)
MOLT-4 – MOLT-4 leukemia cells; actives 6.9% (n = 80,000); AID 1794779
RPMI-8226 – RPMI-8226 leukemia cells; AID 1794781; actives 7.5% (n = 77,000)
M14 – M14 melanoma; actives 6.2% (n = 80,000)
Numbers without * were called inactive; nt = not tested or not shown; [ ] = another dose, or the depositor's remark. Rule for the calls: active = growth percent below 10; inactive = the rest.

Compound | A549/ATCC | EKVX | HOP-62 | HOP-92 | CCRF-CEM | MOLT-4 | RPMI-8226 | M14
COc1ccc(-c2nc3sccn3c2-c2ccnc(NCCNS(=O)(=O)c3cccc(F)c3)n2)cc1 | 77 | nt | 122 | 64 | 65 | 53 | 64 | 63
O=C(Nc1ccc(OS(=O)(=O)c2ccccc2)cc1)C1CCCCCC1 | 95 | 101 | 100 | 78 | 84 | 87 | 86 | 84
COc1ccc2c(c1)C=C1CSCC3=Cc4cc(OC)ccc4OC13O2 | 24 | 40 | 38 | 45 | 16 | 14 | 20 | 17
CCCCn1c(=O)[nH]c(N)c(C(c2ccccc2F)c2c(N)[nH]c(=O)n(CCCC)c2=O)c1=O | 74 | 90 | 85 | 66 | 76 | 65 | 55 | 85
COc1cc2c(cc1OC)C(=O)C(CC1CCN(C(=O)Nc3ccc(C)cc3)CC1)C2 (centres undefined) | 108 | 91 | 99 | 63 | 98 | 102 | 111 | 98
NC(=O)c1cc(C(N)=O)nc(Cl)n1 | 101 | 105 | 113 | nt | 98 | 74 | 84 | 105
O=C(NC1CCCCC1)C(c1ccccc1)c1ccccc1 | 103 | nt | 104 | nt | 95 | 90 | 93 | 103
C=C(CC(=O)O)C(=O)O | 102 | nt | 101 | 96 | 101 | 99 | 96 | 87
Cc1ccc(NC(=O)CN2C(=O)/C(=C3\SC(=S)N(CCCCCCCCCCC(=O)O)C3=O)c3ccccc32)c(C)c1 | 95 | 111 | 104 | 85 | 84 | 98 | 83 | 99
N#CC1=C(c2ccc(Cl)cc2)Nc2c(c(-c3ccccc3)nn2-c2ccccc2)[C@@]12C(=O)Nc1ccccc12 | 70 | 83 | 95 | 64 | 63 | 45 | 60 | 80
CCNC(=S)NNc1ccccc1 | 106 | 100 | 117 | 91 | 86 | 92 | 101 | 94
O=C(O)c1ccc(C(=O)O)c(Br)c1 | 104 | 101 | 109 | 88 | 109 | 112 | 101 | 91
O=C(C/C(=N\C(=S)Nc1cc(C(F)(F)F)ccc1Cl)NO)N1CCCC1 | 92 | 101 | 103 | 94 | 99 | 98 | 102 | 105
C[C@]1(CO)O[C@@H](n2cc(F)c(N)nc2=O)C[C@@H]1O | 23 | 74 | 42 | 74 | 25 | 27 | 69 | 56
Nc1ccc(S(=O)(=O)O)c2ccc(N=Nc3ccc(N=Nc4ccc(S(=O)(=O)O)cc4)c4ccccc34)c(O)c12 | 100 | 124 | 112 | 102 | 106 | 80 | 104 | 100
ClC1=C(Cl)C2(Cl)C3(Cl)C(Cl)=C(Cl)C(Cl)(C34OCCO4)C2(Cl)C12OCCO2 (centres undefined) | 96 | nt | 110 | 104 | 84 | 84 | 87 | 108
CC(C)CC(N)C(=O)NCC(=O)O (centres undefined) | 105 | 94 | 99 | 95 | 98 | 108 | 107 | 101
C/C(=N/O)c1ccc(N2C(=O)c3cc(Cl)c(Cl)cc3C2=O)cc1 | 98 | 99 | 102 | 99 | 100 | 100 | 102 | 104
C=C1CCC2C(C)(CO)C(O)CCC2(C)C1CC(NCc1ccccc1)C1=CCOC1=O (centres undefined) | 100 | 100 | 107 | 100 | 105 | 108 | nt | 97
Fc1ccc(-c2nnc(Nc3ccc(C(F)(F)F)cc3)o2)cc1 | 72 | 80 | 90 | nt | 103 | 98 | 95 | 103
CCCCCCc1cc2cc(-c3csc(/C=C/c4ccccc4)n3)c(=O)oc2cc1O | 29 | nt | 35 | -3.2* | 2.2* | 4.7* | -1.8* | -58*
FC(F)(F)c1ccc(Nc2nnnc3ccccc23)cc1 | 81 | nt | 103 | 43 | 45 | 42 | 41 | 64
c1ccc(-c2ccc(-c3ccccc3)o2)cc1 | 97 | nt | 98 | 96 | 93 | 86 | 100 | 106
COc1ccc(CSc2nc3cc(OC)c(OC)cc3c(=O)n2Cc2ccccc2)cc1 | 99 | nt | 93 | 98 | 93 | 117 | 94 | 118
CC1(O)CCC2CC3OC3(CO)CCC3OC3(C)CCC1C2(C)C (centres undefined) | 103 | 107 | 121 | 113 | 114 | 96 | 91 | 109
Cc1[nH][nH]c2nc3nc(=S)sc3c(-c3ccc(Cl)cc3)c12 | 95 | 90 | 83 | 66 | 91 | 99 | 87 | 89
CC(=O)OC1Oc2cc(C)c(C)cc2-c2oc(=O)c(Sc3ccc(C)cc3)cc21 (centres undefined) | 105 | 133 | 102 | 106 | 104 | nt | nt | 99
O=C(NCCCl)c1cc(Cl)cc(Cl)c1 | 91 | nt | 109 | 109 | 97 | 105 | 102 | 116
C#C[C@]1(O)CC[C@H]2[C@@H]3CCc4c(C)ccc(O)c4[C@H]3CC[C@@]21C | 79 | nt | 105 | nt | nt | 82 | 78 | 113
O=c1ccc(N=Nc2ccc(S(=O)(=O)Nc3nncs3)cc2)c(O)[nH]1 | 94 | nt | 103 | nt | 102 | 103 | 103 | 105
CN(C)CCOc1ccccc1CN | 95 | 98 | 87 | 92 | 102 | 100 | 99 | 101
N=C(N)c1ccc(-c2ccc(-c3cc(Cl)cc(Cl)c3)s2)s1 | -53* | -12* | -28* | 50 | -12* | -42* | -26* | 1.6*
COc1ccc(NC(=S)/N=C2\NN=C(c3ccccc3)CS2)cc1 | 89 | 100 | 98 | 103 | 88 | 90 | nt | 101
CCCN1CCN(c2ccc3nc(-c4ccc5nc(-c6cc(OC)ccc6OC)[nH]c5c4)[nH]c3c2)CC1 | 115 | 97 | 117 | 110 | 4.0* | 77 | -17* | 111
CN(C)CCCNC(=O)c1cncnc1Nc1ccc2c(ccn2Cc2cccc(F)c2)c1 | 85 | 97 | 100 | 78 | 67 | 72 | 86 | 107
CC(=O)C1(C)C(=O)N(c2ccc(C)cc2)C(=O)N1c1ccc(C)cc1 (centres undefined) | 100 | 95 | nt | nt | 84 | 74 | nt | 103
CCCCCC/C=N\NC(=O)OCC | 115 | 120 | 110 | nt | 116 | 103 | 105 | 105
COc1cc(NCCN=C(N)NC(N)=NC(C)C)c2ncccc2c1 | 91 | nt | 95 | 33 | nt | 67 | 73 | 89
COc1cccc(-c2nn(-c3ccccc3)cc2-c2ccnc(NCCCNC(=O)c3ccc(F)cc3)c2)c1 | 31 | 45 | 36 | 57 | 39 | nt | 38 | 20
COc1ccc(-c2nc(/C=C3\SC(=NCc4ccccc4)NC3=O)c3ccccn23)cc1 | -27* | 58 | -51* | -38* | 16 | 11 | -3.8* | -96*
CC(=O)Nc1ccc(N=Nc2c(S(=O)(=O)O)cc3cc(S(=O)(=O)O)cc(O)c3c2O)cc1 | 70 | 113 | 69 | nt | 66 | 113 | 74 | 106
CN(C)c1ccc(/C=C/C(=O)c2cc(Cl)ccc2O)cc1 | 90 | 98 | 101 | 66 | nt | nt | nt | 93
SCCCCCCS | 94 | nt | 114 | nt | nt | 108 | 102 | 104
O=C(Nc1cccc(-c2cn(-c3ccc4oc(=O)ccc4c3)nn2)c1)Nc1cc(C(F)(F)F)cc(C(F)(F)F)c1 | 22 | 14 | 1.9* | -28* | 27 | 12 | 6.7* | 56
COC(=O)c1c(C(=O)OC)c2n(c1C)[C@@H](CCN1CC(=O)N3[C@@H](c4ccccc4)SC[C@H]3C1=O)SC2 | 99 | 101 | 97 | 77 | 90 | 91 | 95 | 102
Nc1cnc(C(=O)NNc2nc3cc(F)ccc3n3cccc23)cn1 | 39 | 26 | 33 | 64 | 21 | 19 | 53 | 23
Cc1cc(C)c(C)c(C(=O)OCCN2CCCCC2)c1C | 83 | 103 | 81 | 70 | 93 | 94 | 96 | 88
COc1ccc(N=S=O)cc1 | 112 | 115 | 110 | 111 | 15 | nt | 92 | 94
CCOC(=O)N1CCN(CCCCCCOc2ccc(C3CCCCC3)cc2)CC1 | 91 | 59 | 113 | nt | 58 | 51 | 34 | 92
c1ccc(C(c2nc3ncncc3[nH]2)N2CSc3nc4ccccc4n3C2)cc1 (centres undefined) | 107 | 98 | 97 | 91 | 108 | 104 | 104 | nt

Going on with the list.
Compound | A549/ATCC | EKVX | HOP-62 | HOP-92 | CCRF-CEM | MOLT-4 | RPMI-8226 | M14
NCCNc1ccnc2cc(Cl)ccc12 | 92 | 99 | 90 | nt | 79 | 87 | 105 | 95
COc1nccc2c(-c3ccccc3)nc(N)nc12 | 99 | 101 | 107 | 105 | 96 | 94 | 108 | 119
COc1ccc(-c2nnc(SCc3ccc(O)c4ncccc34)n2-c2ccccc2)cc1 | 26 | 24 | 20 | -4.8* | 11 | 17 | 11 | -14*
CCC1=C(c2ccc(OC)cc2)C(C)(C)Oc2c1ccc(O)c2CN1CCCC1 | 67 | 89 | 19 | nt | 21 | 14 | 0.5* | -76*
c1cnc2c(c1)CCCC2 | 81 | nt | 106 | 114 | 102 | 112 | 103 | 116
CCSCC1CC(O)(c2ccccc2)C(c2ccccc2)C(c2ccc(F)cc2)O1 (centres undefined) | 3.3* | 0.9* | -13* | nt | 2.0* | -48* | -16* | -46*
COc1cc2c(c(OC)c1OC)CCC(c1cccc(C(=O)Nc3ccc(C#N)cc3)c1)O2 (centres undefined) | 51 | 60 | 72 | 52 | 11 | -14* | 14 | 38
CCC(C(=O)OCC(=O)[C@@]1(O)CC[C@H]2[C@@H]3CCC4=CC(=O)CC[C@]4(C)[C@H]3[C@@H](O)C[C@@]21C)C(C)C (some centres undefined) | 72 | 75 | 81 | 64 | 76 | 55 | 48 | 89
CCCCNCC(=O)Nc1cc(NC(=O)CNCCCC)c(C)c(NC(=O)CNCCCC)c1 | 81 | 102 | 102 | 84 | 64 | 68 | 84 | 105
O=Cc1c(OCc2cnnn2CC(=O)Nc2ccc(F)cc2)ccc2ccccc12 | 97 | 106 | 105 | 111 | 100 | 89 | 104 | 102
Clc1ccc(-c2nc(-c3ccc(-c4nc5ccccc5[nH]4)cc3)no2)cc1 | 102 | 95 | 122 | 94 | 95 | 101 | 97 | 100
O=c1[nH]cnc2c1C(c1ccc([N+](=O)[O-])cc1)c1sc3c(F)cccc3c1O2 (centres undefined) | 96 | 102 | 85 | 90 | 88 | 93 | 91 | 80
COc1ccccc1CC(=O)c1ccccc1OC | 106 | 92 | 98 | 84 | 113 | 96 | 109 | 107
C=C(C=O)[C@@H]1CC=C(C=O)CC1 | 16 | 2.1* | -20* | -40* | -53* | -41* | -37* | 15
NC(=O)C(O)C(O)C(N)=O (centres undefined) | 109 | 136 | 105 | 98 | 98 | 99 | 95 | 112
COc1cccc(Nc2nc(N)c3ccccc3n2)c1 | 64 | nt | 84 | 63 | 56 | 66 | 56 | 88
COc1nc(N(CCO)c2ccccc2)nc(N(CCO)c2ccccc2)n1 | 99 | 97 | 104 | 117 | 102 | 86 | 100 | 101
O=C(Nn1c2c(sc1=NCc1ccccc1)C(=O)c1ccccc1C2=O)c1cc2ccc1CCc1ccc(cc1)CC2 | 80 | 88 | 78 | 127 | 41 | 21 | 59 | 19
CN(C)CCC(=O)C1CC1 | 103 | 111 | 91 | 101 | 103 | 97 | 101 | 104
NC(N)=NCCCC(N=Cc1ccccc1)C(=O)O (centres undefined) | 96 | nt | 98 | 103 | nt | 98 | 119 | 102

Nothing new here: entries from further up.
Compound | A549/ATCC | EKVX | HOP-62 | HOP-92 | CCRF-CEM | MOLT-4 | RPMI-8226 | M14
O=c1[nH]cnc2c1C(c1ccc([N+](=O)[O-])cc1)c1sc3c(F)cccc3c1O2 (centres undefined) | 96 | 102 | 85 | 90 | 88 | 93 | 91 | 80
COc1ccccc1CC(=O)c1ccccc1OC | 106 | 92 | 98 | 84 | 113 | 96 | 109 | 107
C=C(C=O)[C@@H]1CC=C(C=O)CC1 | 16 | 2.1* | -20* | -40* | -53* | -41* | -37* | 15
NC(=O)C(O)C(O)C(N)=O (centres undefined) | 109 | 136 | 105 | 98 | 98 | 99 | 95 | 112
COc1cccc(Nc2nc(N)c3ccccc3n2)c1 | 64 | nt | 84 | 63 | 56 | 66 | 56 | 88
COc1nc(N(CCO)c2ccccc2)nc(N(CCO)c2ccccc2)n1 | 99 | 97 | 104 | 117 | 102 | 86 | 100 | 101
O=C(Nn1c2c(sc1=NCc1ccccc1)C(=O)c1ccccc1C2=O)c1cc2ccc1CCc1ccc(cc1)CC2 | 80 | 88 | 78 | 127 | 41 | 21 | 59 | 19

Continued.
Compound | A549/ATCC | EKVX | HOP-62 | HOP-92 | CCRF-CEM | MOLT-4 | RPMI-8226 | M14
COc1ccc(C2=C(c3ccccc3)c3ccc(OC(C)=O)cc3OC2(C)C)cc1 | 88 | 82 | 107 | 81 | 50 | 4.7* | 32 | 110
CC[C@H](Nc1ncnc2nc[nH]c12)c1nc2cccc(CCCCC(=O)NO)c2c(=O)n1-c1ccccc1 | 80 | 93 | 95 | 78 | 64 | 68 | 42 | 95
O=C1Nc2ccccc2/C1=N/N1C(=O)CN(c2cccc(C(F)(F)F)c2)C1=O | 104 | 95 | 91 | 91 | 104 | 98 | 103 | 95
O=C(Nc1cccnc1)c1ccc(CSc2ccc(Cl)cc2)o1 | 70 | nt | 97 | 66 | 81 | 71 | 77 | 92
Cc1nn(-c2ccccc2)c2nc3c(c(-c4ccc(Cl)cc4)c12)CNC1(CCCC1)N3 | 96 | 102 | 99 | 81 | 123 | nt | 114 | 95
C=C(C)[C@@H]1CC[C@]2(C(=O)N[C@@H](Cc3cc4ccccc4[nH]3)C(=O)OC)CC[C@]3(C)[C@H](CC[C@@H]4[C@@]5(C)CCC(=O)C(C)(C)[C@@H]5CC[C@]43C)[C@@H]12 | 43[100 µM] | 77[100 µM] | 62[100 µM] | 42[100 µM] | 66[100 µM] | 36[100 µM] | 38[100 µM] | 40[100 µM]
O=C(CSc1nnnn1-c1ccccc1)c1cc2c(ccc3ccccc32)oc1=O | 86 | 101 | 88 | 94 | 86 | 96 | 103 | 103

No enrichment for hits; 13% or so of the library scored in one or more.
